14-3-3 Bad inh: disrupts binding of bovine 14-3-3 zeta to phospho-Bad peptide. P63103. TR-FRET 14-3-3zeta/Dy647-pBad peptide displacement, 1 h. inhibition, % at 21.7 µM. 220,000 compounds, 0.71% hits;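 active = inhibition above about 70%, limit read from the data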;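 also: 0% = full 14-3-3 plus peptide FRET controls and 100% = background without 14-3-3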
KLK5 inh: kallikrein 5 (human) inhibition | Q9Y337 | recombinant hK5, fluorogenic AMC substrate cleavage | inhibition, % at 5 µM | 210,000 compounds, 0.59% hits | AID 873;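 active = inhibition of 40% or more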;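 also: 0% = enzyme controls without compound and 100% = no-enzyme blanks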
Wee1 stabilizer: inhibitors of human Wee1 degradation; P30291; HeLa Luc-Wee1K328M stability, luciferase luminescence; 100% = proteasome inhibitor MG132 effect; reporter increase, % at 5 µM; 220,000 compounds, 1.2% hits; AID 1321;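 active = activation above the mean of all tested compounds plus 3 SD, set per screening run, cut at about 8.8% in these data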;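 also: cells exposed to compound for 20 h before luminescence read; 0% = DMSO alone and 100% = MG132 at 30 µM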
Target sequence (P30291 whole entry K328M): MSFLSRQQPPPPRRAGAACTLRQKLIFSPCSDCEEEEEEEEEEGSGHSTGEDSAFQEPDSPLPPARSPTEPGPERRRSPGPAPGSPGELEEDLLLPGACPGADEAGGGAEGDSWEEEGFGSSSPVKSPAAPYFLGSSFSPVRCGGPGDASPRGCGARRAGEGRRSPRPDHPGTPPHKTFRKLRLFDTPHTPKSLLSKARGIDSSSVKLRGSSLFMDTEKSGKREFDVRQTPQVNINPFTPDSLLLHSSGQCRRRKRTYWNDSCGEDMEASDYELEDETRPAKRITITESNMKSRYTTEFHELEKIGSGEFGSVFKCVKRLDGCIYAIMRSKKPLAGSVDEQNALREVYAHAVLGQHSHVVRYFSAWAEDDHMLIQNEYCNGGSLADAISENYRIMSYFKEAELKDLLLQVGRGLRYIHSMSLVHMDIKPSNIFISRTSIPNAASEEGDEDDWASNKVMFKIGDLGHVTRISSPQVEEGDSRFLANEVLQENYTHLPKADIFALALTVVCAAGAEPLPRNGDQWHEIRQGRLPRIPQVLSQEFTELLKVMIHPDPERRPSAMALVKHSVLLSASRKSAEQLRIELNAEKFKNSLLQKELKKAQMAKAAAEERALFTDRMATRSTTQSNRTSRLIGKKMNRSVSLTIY
FXIIa inh: factor XIIa (human) inhibition; P00748; purified FXIIa, Boc-QGR-AMC fluorogenic substrate, 2 h; inhibition, % at 5 µM; 220,000 compounds, 0.3% hits; in the data active = inhibition above about 40%;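 also: 0% = enzyme with no compound and 100% = blank without enzyme; many of its hits are not listed in these tables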
eIF4E 4G PPI: blocks eIF4E binding to eIF4G; P63073+Q04637; inhibition, % at 21.7 µM; TR-FRET eIF4E-eIF4GI(517-606) binding, 2 h; 220,000 compounds, 0.37% hits; AID 782;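 active = inhibition above about 30%, limit read from the data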;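 also: 0% = full FRET control wells and 100% = background wells lacking eIF4GI fragment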
FXIa inh 1536: factor XIa (human) inhibition. purified FXIa, Boc-Glu-Ala-Arg-AMC fluorogenic substrate. inhibition, % at 5 µM. 220,000 compounds, 0.14% hits;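 active = inhibition of at least 40%; inactive = inhibition below 40%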;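 also: fluorescence of freed AMC excited at 355 nm; 0% = enzyme without compound and 100% = no enzyme blank; many of its hits are not listed in these tables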
MDM2 E3 inh: Mdm2 E3 ligase (human) inhibition; signal enhancement, % at 5 µM; Q00987; 210,000 compounds, 0.11% hits; cell-based MDM2 ubiquitination luciferase reporter, 2 h; 0 = plate control, 100 = twice control, blank-subtracted; AID 1230;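 active = signal enhancement of 30% or more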;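 also: luminescence tracks abundance of the self-degrading MDM2-luciferase fusion protein; higher signal means inhibition of MDM2 E3 ligase activity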
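Buffer or medium: Cells held in DMEM | Assay system: Stable mammalian line carrying autodegrading MDM2–luciferase fusion reporter | Quantity: 2000 cells/well | Times: 4 h settle plus 2 h compound, 37 °C | Doses: One concentration, 5 µM, with 0.2% DMSO | Technique: Luminescence with SteadyLite reagent, 15 min at room temperature | Benchmarks: Plate controls and plate blanks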
p97 inhibitor: human p97 ATPase inhibition; 220,000 compounds, 0.42% hits; recombinant p97 ATPase, Kinase-Glo ATP luminescence, 3 h; AID 1481; P55072; inhibition, % at 8 µM; in the data active = inhibition above about 15%;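 also: 0% = DMSO vehicle and 100% = wells lacking enzyme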
Rad51 HR inh: Rad51 (human) homologous recombination inhibition; Q06609; hRad51 DNA strand exchange, fluorescence dequenching; inhibition, % at 10 µM; 200,000 compounds, 0.085% hits; AID 1385;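 active = inhibition above 40% at the single screening dose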;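 also: 0% = DMSO control wells and 100% = blanks with heterologous ssDNA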
Target sequence (Q06609 whole entry, looked up): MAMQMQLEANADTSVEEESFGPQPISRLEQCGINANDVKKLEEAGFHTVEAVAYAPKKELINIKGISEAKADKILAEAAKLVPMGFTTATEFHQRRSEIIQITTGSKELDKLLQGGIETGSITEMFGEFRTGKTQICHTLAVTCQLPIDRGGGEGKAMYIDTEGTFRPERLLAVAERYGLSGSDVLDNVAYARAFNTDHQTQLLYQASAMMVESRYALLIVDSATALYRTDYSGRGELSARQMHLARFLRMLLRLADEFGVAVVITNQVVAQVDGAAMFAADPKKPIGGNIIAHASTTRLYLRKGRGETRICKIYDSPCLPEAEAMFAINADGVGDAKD
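Test system: preformed human Rad51 ssDNA filaments. Compound dosing: single dose, 10 µM final compound. Incubation: filaments 15 min 37 °C, then compound 30 min. Technique: FRET fluorescence dequenching, excitation 485 nm, emission 520 nm. Read-out basis: percent inhibition from fluorescence, normalised to plate control and blank means. Benchmarks: plate controls and plate blanks.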
Active calls of the source: *; . = not tested or not shown; [ ] = dose if it differs, or a comment. Hits appear at their usual frequency; overall some 3.5% were active at least once.

SMILES	14-3-3 Bad inh	KLK5 inh	Wee1 stabilizer	FXIIa inh	eIF4E 4G PPI	FXIa inh 1536	MDM2 E3 inh	p97 inhibitor	Rad51 HR inh
CCCCCc1ccc(OCCCC[n+]2ccccc2)c(CCCCC)c1	-5	-4	0	1	1	-6	-13	-2	31
C=CCOc1c(Cl)cc(CNc2nccs2)cc1OC	-3	-15	-2	-3	-5	-8	1	1	-10
Cc1cc(=O)[nH]c(SCC(=O)NC(C)C2CC3CCC2C3)c1C#N (stereo not drawn)	-3	0	3	8	3	0	8	-3	3
Cc1ccc(S(=O)(=O)N2CCCCC2)cc1C(=O)N1CCN(c2ccccn2)CC1	-6	-1	0	.	-2	-1	-3	3	2
Cc1cc(C)c2c(n1)sc1c(N3CCN(C)CC3)ncnc12	0	0	-1	-1	0	-2	-9	5	13
CCn1c(SCC(=O)Nc2nc(-c3ccccc3)cs2)nnc1-c1ccccc1	-4	6	2	9	-26	-8	-10	0	-1
CC(/C=C1\SC(=S)N(CCCC(=O)Nc2ccc(C(=O)O)cc2)C1=O)=C\c1ccccc1	-1[fluorescence artefact?]	-4	-3	10	-3	5	-6	4	.
CC1(C)CC(=O)c2cnc(NC(=O)Cc3ccc(Cl)cc3)nc2C1	-7	86*	3	2	6	1	-5	1	0
Nc1nc2n(n1)C1(CCCCC1)C1=C(CCCC1)N2	-16	-45	-2	22	-1	2	-31	1	0
OCCC1CN(Cc2cccn2-c2cccnc2)CCN1C1CCCC1 (stereo not drawn)	-7	1	0	7	-1	2	-7	2	.
CC(=O)c1ccc(-n2nncc2C(C)(C)C)cc1	7	-20	0	7	-4	-1	-2	-3	.
CC(C)(C)Cc1nnc(NS(=O)(=O)Cc2ccccc2)s1	-4[fluorescence artefact?]	5	2	11	4[fluorescence artefact?]	6	6	3	-9

2 neighbouring entries already listed, quoted:
SMILES	14-3-3 Bad inh	KLK5 inh	Wee1 stabilizer	FXIIa inh	eIF4E 4G PPI	FXIa inh 1536	MDM2 E3 inh	p97 inhibitor	Rad51 HR inh
CCCCCc1ccc(OCCCC[n+]2ccccc2)c(CCCCC)c1	-5	-4	0	1	1	-6	-13	-2	31
C=CCOc1c(Cl)cc(CNc2nccs2)cc1OC	-3	-15	-2	-3	-5	-8	1	1	-10

(listing goes on)
SMILES	14-3-3 Bad inh	KLK5 inh	Wee1 stabilizer	FXIIa inh	eIF4E 4G PPI	FXIa inh 1536	MDM2 E3 inh	p97 inhibitor	Rad51 HR inh
Cc1ccnc(NC(=O)c2cc(S(=O)(=O)N3CCCCC3)ccc2Cl)c1	6	0	-2	16	2	7	1	-2	0
O=C(NCC(=O)N(CC1CCCO1)C(C(=O)NC1CCCCC1)c1ccccc1)c1cccs1 (stereo not drawn)	12[fluorescence artefact?]	-6	0	8	2	3	-1	0	1
Cc1cc(C)cc(-n2ccnc2SCC(=O)O)c1	1	0	4	5	1	-1	-5	4	-3
COc1cc(NS(=O)(=O)c2ccc(N/C=C(\C#N)c3nc4cc(Cl)ccc4o3)cc2)nc(OC)n1	-5	-2	-3	6	5[fluorescence artefact?]	1	.	-6	-13
COc1ccc(Cn2nc(C)n(N(C)c3ncc(C(F)(F)F)cc3Cl)c2=O)cc1	9	13	1	16	-2[fluorescence artefact?]	2	-3	-5	8
CCOC(=O)c1sc(NC(=O)Cn2nnc3sc4c(c3c2=O)CCCC4)nc1C	-2	20	0	-19	-1	-7	-12	-2	-13
COc1ccccc1NC(=S)N(Cc1ccc(Cl)cc1)CC1CCC(C(=O)O)CC1 (stereo not drawn)	-16	0	1	16	-2	3	3	-2	-10
CC1CCCCC1NC(=O)COC(=O)c1ccccc1NC(=O)c1ccco1 (stereo not drawn)	-7[fluorescence artefact?]	-8	-1	13	0[fluorescence artefact?]	3	-12	-3	2
C=CCc1ccc(OCC(O)CN2CCN(Cc3ccc(Cl)cc3)CC2)c(OC)c1 (stereo not drawn)	45[fluorescence artefact?]	-13	-5	7	-4	13	4	-2	-12
O=C(Nc1ccccc1)C1=C[C@@H](c2ccc(Br)cc2)C[C@@H](OCc2ccc(CO)cc2)O1	-5	-1	-1	6	-1	0	.	0	5
CCNC(=O)C1CC(=O)N(Cc2ccc3c(c2)OCO3)C(=Nc2ccc(F)cc2)S1 (stereo not drawn)	-1	-2	-4	-4	5[fluorescence artefact?]	-6	4	4	-6
COc1cccc(S(=O)(=O)N2CCN(c3ccccc3F)CC2)c1	-3	24	4	18	-3	18	4	-9	-3
Cc1cc(C)n2c(SCC(=O)Nc3ccccc3)nnc2n1	1	-21	8	3	1	-6	-11	-2	-3
OCCNCCCCOc1cccc(Br)c1	-11	-14	-1	4	-6	-1	3	0	14
FC(F)(F)c1cnc(Nc2ccc(N3CCOCC3)cc2)c(Cl)c1	12[fluorescence artefact?]	-9	2	3	19[fluorescence artefact?]	-1	-3	2	-6
Cn1c(C(=O)O)c(CC(=O)Nc2ccc(F)cc2F)c2ccccc21	4	4	-2	14	0	5	-1	4	1
O=C(COc1ccc([N+](=O)[O-])cc1)Nc1ccc2c(c1)OCO2	-8	3	3	.	-3	0	-8	0	0
Cc1ccc(OCC(=O)N2CCCCCC2)c(C)c1	-3	5	0	23	1	19	10	-3	4
O=c1c2ccccc2nc2n1CCN2	6	-6	-2	11	-2	3	-21	0	-3
O=C(NCCN1CCCC1)c1ccc2c(=O)n(CCc3ccccc3)c(=O)[nH]c2c1	1	-13	1	6	-3	-6	-34	-6	4
Cc1ccc(C(=O)NNC(=O)CCCN2C(=O)/C(=C/c3ccccc3Cl)SC2=S)cc1	0	-1	-4	2	-1	12	-17	-7	1
O=C1/C(=C/c2cccnc2)CCC/C1=C\c1cccnc1	-4[fluorescence artefact?]	-10	0	6	4[fluorescence artefact?]	8	36*	-1	15
Cc1cc(C)nc(SCC(=O)N(C)C)n1	-7	-6	-1	0	1	-7	-16	0	.
Cc1cc(C)c2nc(-c3ccccn3)cc(C(=O)NCc3ccco3)c2c1	-3	-17	-1	-1	-2	-6	-2	3	1
COc1ccc(C2CCCN2C(=O)Nc2ccccc2)cc1OC (stereo not drawn)	7	1	6	11	-3	-3	-11	11	-5
COc1ccc(-c2c[n+]3c(n2-c2ccccc2)SCC3)cc1OC	4	-6	-2	6	0	0	-20	4	2
COC(=O)C1=C(C)NC(=O)NC1c1ccccc1 (stereo not drawn)	3	13	-2	11	-1	0	-15	-2	1
COc1ccc(OC)c(C2C3=C(CCCC3=O)NC3=C2C(=O)CCC3)c1	2	-23	-2	2	-6	-4	-9	7	3
O=C(Nc1ccccc1N1CCCCC1)c1ccco1	2	-12	1	-18	5	-17	-19	-4	6
COc1cc(NS(=O)(=O)c2ccc(NC(=S)NC(=O)c3cccs3)cc2)nc(OC)n1	-9	-24	-1	2	4[fluorescence artefact?]	1	-5	1	-7
Cc1ccc(C(=O)c2sc(Nc3ccccc3)c(C#N)c2N)cc1	-18	-16	1	14	-4	8	-2	7	7
CCOC(=O)c1cnc2nc(COc3ccccc3)[nH]n2c1=O	24	1	1	15	-1[fluorescence artefact?]	2	-9	-2	-1
COc1ccc(N2CCN(Cc3nc4scc(-c5ccccc5)c4c(=O)[nH]3)CC2)cc1	6	-17	0	1	9[fluorescence artefact?]	1	5	3	-4
COc1ccc(S(=O)(=O)N(C)CC(=O)Nc2ccc(C(N)=O)cc2)cc1OC	-4	-3	1	5	-3	-6	-4	-3	-2
CCN(CC)S(=O)(=O)c1cccc(-c2nnc(SCC(=O)NC)n2N)c1	-8	-3	-1	13	-1	-1	2	6	13
Cc1ccccc1NC(=S)N1CCN(Cc2ccccc2)CC1	14	27	-1	27	-1	-8	-61	-6	28
N#Cc1c(NC(=O)C2CC(c3c(F)cccc3Cl)=NO2)sc2c1CCC2 (stereo not drawn)	-22	-11	0	17	-5	3	-10	3	-7
Cc1cc(F)ccc1S(=O)(=O)N1CCCOC1CNC(=O)C(=O)NCCc1c[nH]c2ccccc12 (stereo not drawn)	-1	-12	0	14	-1	-21	3	1	20
CCOc1cccc(NC(=O)c2ccc(S(=O)(=O)N3CCCC3)cc2)c1	-5	5	.	10	-24	0	2	.	3
O=C1CN(CC(=O)Nc2cccc(Cl)c2Cl)c2ccccc2N1	4	1	0	7	-6	4	-17	6	-9
Cc1ccc(C2C(C(=O)c3cccs3)=C(O)C(=O)N2c2ccc(S(N)(=O)=O)cc2)cc1 (stereo not drawn)	2	-1	2	1	-1	1	2	8	.
CCN(CC)c1ccc(NC(=O)c2ccccc2OCC(=O)OC)cc1	23	0	3	5	23	-6	-5	-9	-6
COc1ccc(OC)c(/C=N/NC(=O)C(=O)NCc2cccnc2)c1	8	5	6	4	-1	-6	-16	-5	3
COc1ccccc1NC(=O)Nc1ccc(CC#N)cc1	-1	3	3	15	5	5	-16	8	7
Cc1c(C(=O)C(=O)N2CC=C(c3ccccc3)CC2)c2ccccc2n1C	7	-2	6	15	-2[fluorescence artefact?]	10	9	2	2
COc1ccccc1-n1nc(C(=O)NCc2ccco2)c2ccccc2c1=O	-11	5	0	-9	0	-15	-9	8	-5
O=C1NCCCC1C(=O)Nc1ccccn1 (stereo not drawn)	-15	-9	-2	7	0	0	-20	0	0
CC(=O)N/C(=C/c1ccc2c(c1)OCO2)C(=O)NCc1ccccc1	-7	5	-1	5	-2	0	3	1	-13
CCNC(=S)NCc1ccc(F)cc1	-14	-5	-1	17	0	10	.	-7	.
CNC(=O)CSc1nnc(COc2ccc([N+](=O)[O-])cc2)n1C	5	-2	2	2	7	-2	-6	5	-4
Brc1cc(/C=N/n2cnnc2)oc1Br	-9	2	-2	8	-1	1	3	2	9
Cc1ccc(NC(=O)CSCC(=O)N2c3ccccc3CCc3ccccc32)cc1	-10	-12	-2	12	-16	2	0	-3	5
CCCc1cc(C(=O)Cc2ccc(C(=O)OCC)o2)c(O)cc1O	6[fluorescence artefact?]	-2	3	7	10[fluorescence artefact?]	-2	-2	-1	-20
CCOC(=O)C1=C(C)OC(N)=C(C#N)C1c1cc(C)sc1C (stereo not drawn)	-1	-9	-3	18	7	4	-12	5	3
CCC1=C(OC(=O)N(CC)CC)N2C(=O)OC(=NCC3CC3)[C@]2(Cc2ccccc2)[C@H]2C1=CC[C@H]1C(=O)N(C)C(=O)[C@H]12	1	-1	.	11	2	-1	18	.	-9
O=C(N/N=C/c1ccco1)C1CC1(c1ccccc1)c1ccccc1 (stereo not drawn)	-7	-5	2	5	-2	0	-3	3	12
O=C(O)C1Nc2c(O)cc(Cl)c([N+](=O)[O-])c2C2C=CCC12 (stereo not drawn)	97*	-21	0	10	78*	4	-8	54*	33

Rewritten with values under each structure: entries from further up.
Sequence of screens: 14-3-3 Bad inh	KLK5 inh	Wee1 stabilizer	FXIIa inh	eIF4E 4G PPI	FXIa inh 1536	MDM2 E3 inh	p97 inhibitor	Rad51 HR inh
> COc1ccc(-c2c[n+]3c(n2-c2ccccc2)SCC3)cc1OC
  4	-6	-2	6	0	0	-20	4	2
> COc1ccc(OC)c(/C=N/NC(=O)C(=O)NCc2cccnc2)c1
  8	5	6	4	-1	-6	-16	-5	3
> Cc1cc(=O)[nH]c(SCC(=O)NC(C)C2CC3CCC2C3)c1C#N (stereo not drawn)
  -3	0	3	8	3	0	8	-3	3
> COc1ccc(C2CCCN2C(=O)Nc2ccccc2)cc1OC (stereo not drawn)
  7	1	6	11	-3	-3	-11	11	-5

Compound activity as filed in PubChem BioAssay.
